# Compound activity: PubChem, National Center for Advancing Translational Sciences (NCATS)
# LDHA block – LDHA (human) enzyme inhibition; P00338; purified LDHA, NADH/diaphorase-resazurin fluorescence; active compounds read low; activity change, % (values are at about 110 or 230 µM); 480,000 compounds, 0.15% hits; AID 1347041; in the data active = activity change below about -30%;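 note: plate controls were DMSO wells for no effect and wells without enzyme for full effect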
#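 Enzyme activity of human lactate dehydrogenase 5 (2 nM; 0.06 mM NADH, 0.2 mM pyruvate, 5 min, RT) is measured via a resazurin/diaphorase fluorescence readout of residual NADH.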
# * hit, by the source's call. These rows are one share of the data; count on the stated rates, not on these rows.
LDHA block	Structure
-5	O=C(O)CC(Cc1ccc(Cl)cc1)C(=O)O (centres undefined)
0	CCc1ccc(C(=O)CSc2nnc(-c3ccc(Cl)cc3)n2CCOC)cc1
5	CCOCCCNC(=O)CSCCCC(=O)Nc1c(C)cc(C)cc1C
3	CC(CNC(=O)c1cc(C2CC2)nc2ccccc12)c1ccccc1 (centres undefined)
-3	Cn1nc(C(=O)OCc2nc(-c3ccccc3)no2)c2ccccc21
-1	CC(C)CC(NC(=O)/C(=C/c1ccc(Cl)cc1)NC(=O)c1ccccc1)C(=O)O (centres undefined)
12	COc1ccc(-c2c(C)c3ccc(OC(C)=O)c(C)c3oc2=O)cc1
3	CC(C)c1ccc(NC(=O)CSc2ncc(-c3ccc(F)cc3)o2)cc1
2	c1ccc(Cc2nc(-c3ccc4c(c3)OCCCO4)cs2)cc1
2	COC(=O)Cn1c(CN2CCN(c3ccccc3)CC2)nc2c1c(=O)n(C)c(=O)n2C
0	Cc1ccc(C(=O)NC(c2nnc(SCC(=O)c3ccccc3)n2C)C(C)C)cc1 (centres undefined)
-5	Fc1c(F)c(C(F)(F)F)c(F)c(F)c1Sc1c(F)c(F)c(C(F)(F)F)c(F)c1F
6	Cc1ccc(CNC(=O)Cc2c[nH]c3ccccc23)s1
-19	CN(C)c1cc(CNC(=O)Nc2nnc(C3CC3)s2)ccn1
9	CCC1CCCCN1C(=O)CSc1nc2cc(S(=O)(=O)Nc3ccc(OC)cc3)ccc2o1 (centres undefined)
-2	Cn1nc(CC(=O)Nc2ccccc2)c2ccccc2c1=O
8	O=C(O)c1ccccc1-c1ccccc1C(=O)O
-2	CC1(C)CC(NC(=S)NCc2ccc(F)cc2)CC(C)(C)N1
3	CC(C)c1ccc(Nc2ncccc2[N+](=O)[O-])cc1
2	COC(=O)c1nc2n(n1)C(c1ccc(C)cc1)C(C(=O)Nc1ccc(Cl)cc1)=C(C)N2 (centres undefined)
0	O=S1(=O)CC(N2CCSCC2)CN1Cc1cn(Cc2cccc(C(F)(F)F)c2)nn1 (centres undefined)
-2	CCOCCOC(=O)COc1ccc2c(=O)c(Oc3ccccc3Cl)coc2c1
3	O=C1Cc2cc(S(=O)(=O)N3CCN(c4ccc([N+](=O)[O-])cc4)CC3)ccc2N1
-14	CCNC(=O)NC(=O)C(Cl)c1ccccc1 (centres undefined)
1	CN(C)c1ccc(Nc2nc(-c3ccc([N+](=O)[O-])cc3)nc3ccccc23)cc1
11	CCOC(=O)c1c(S(=O)(=O)N2CCCC2)nn(CC)c1C
-3	CCCn1c(=O)[nH]c(=O)c2c1nc(-c1ccc(O)cc1)n2CCOC
-2	CCOC(=O)C(NC(=O)c1ccc(F)cc1)c1c(C)nn(-c2ccc(F)cc2)c1C (centres undefined)
-2	COc1ccccc1NC(=O)CSc1nnc(C)n1-n1cccc1
-4	CCCc1nn(C)c2c(=O)[nH]c(-c3cc(S(=O)(=O)Nc4ccc(C)cc4C)ccc3OCC)nc12
1	COc1ccc(C(=O)OCCCC(=O)c2ccc(F)cc2)c(OC)c1
-5	CCOc1ccc(C2CCCN2S(=O)(=O)CCN(C)S(=O)(=O)c2ccc(F)cc2)cc1 (centres undefined)
8	O=C(O)CNC(=O)CC(F)(F)F
-9	COc1ccc2c(C)c(CC(=O)NC3CCCCCC3)c(=O)oc2c1OC
-24	CN(C)S(=O)(=O)c1ccc2c(c1)cc(C(=O)NCCc1ccco1)n2C
3	CCc1c(C)sc(NC(=O)c2ccc(Cl)cc2Cl)c1C#N
-5	COc1ccc(C)cc1NC(=O)c1ccc(-n2cccn2)cc1
-3	CC(=O)c1ccc(-c2cccc(Cl)c2Cl)o1
-1	CCCCn1c(=O)n(CC(=O)Nc2ccccc2)c(=O)c2c1ncn2Cc1ccco1
12	Cc1cc(C(=O)OC(C(=O)N(C)C)c2ccccc2)on1 (centres undefined)
12	CCc1c(C)sc(NC(=O)Cc2ccc(Cl)c(Cl)c2)c1C#N
3	O=C1c2ccccc2C(c2nnnn2-c2ccc3c(c2)OCCO3)N1CCc1c[nH]c2ccccc12 (centres undefined)
-7	Nc1ncnc(Nc2ccccc2Cl)c1[N+](=O)[O-]
9	CCCCCCCCOC(=O)Nc1ccc(C)cc1
-2	O=S1(=O)CC(N2CC=CC2)CN1Cc1cn(Cc2ccccc2)nn1 (centres undefined)
4	CN(C)CCN1CCN(C2CN(Cc3cn(Cc4ccc(Cl)cc4)nn3)S(=O)(=O)C2)CC1 (centres undefined)
2	Cc1ccccc1OCCN(C)C(=O)NCc1ccc(S(N)(=O)=O)cc1
4	COc1ccc(Cn2cc(CN3CC(N4CCN(CCN(C)C)CC4)CS3(=O)=O)nn2)cc1 (centres undefined)
13	CCc1ccccc1NC(=O)c1nn(Cc2ccccc2)c(=O)c2ccccc12
-7	CCCCCCCCCCCCSCC(=O)O

# (next part)
LDHA block	Structure
4	Cc1cc(C(=O)N2CCN(S(=O)(=O)c3ccc(C(C)C)cc3)CC2)no1
-3	COc1ccc(NC(=O)c2n[nH]c3ccccc23)cc1S(=O)(=O)Nc1ccccc1Cl
-3	O=C(COC(=O)c1ccc(=O)n(Cc2ccccc2)n1)NCC(F)(F)F
-1	CCOC(=O)c1ccccc1NC(=O)COC(=O)c1nn(-c2ccccc2)c(=O)c2ccccc12
5	CC1=C(C(=O)N(C(C)C)C(C)C)CC(CC(=O)NC2CC2)C(=O)N1Cc1ccc(C(C)(C)C)cc1 (centres undefined)
3	COc1ccc(-c2c(NC(=O)c3ccc(F)cc3)oc3ccccc3c2=O)cc1
-4	c1ccc(-c2ccc(CNCc3cccs3)o2)cc1
-18	COC(=O)CCOc1ccc(S(=O)(=O)Nc2c(F)cccc2F)cc1
4	Cc1ccc(S(=O)(=O)N2CCN(C(C(=O)O)c3c[nH]c4ccccc34)CC2)cc1 (centres undefined)
12	Cc1[nH]c2ccccc2c1C(c1ccccc1I)c1c(C)[nH]c2ccccc12
8	COc1ccc(C(=O)N2CCN(Cc3cc(=O)oc4cc(C)ccc34)CC2)c(OC)c1
-2	Cc1oc(-c2ccccc2)nc1C(=O)NCC(C)N1CCOCC1 (centres undefined)
9	CCCCCCCCCSCc1ccc(C(=O)O)o1
4	COc1ccc(NC(=O)[C@H]2C[C@@H]3CCCN3[C@]23C(=O)Nc2c(C)cc(Cl)cc23)cc1
3	CCCCNC(=O)NCCN(C)C
0	COc1cc2ccccc2cc1C(=O)Nc1ccccc1SCC(N)=O
-4	CN(Cc1ccc(C(N)=O)cc1)C(=O)c1cc(=O)[nH]c2ccccc12
3	Cc1ccc(S(=O)(=O)N2CCN(C(=O)c3nn(-c4ccccc4F)c(C)cc3=O)CC2)c(C)c1
3	CC(C)(C)NC(=O)CC1(C(=O)NCC2(c3ccccc3)CC2)CCCC1
-4	CCOc1ccc(Nc2cc(C(=O)N3CCOCC3)c3ccccc3n2)cc1
4	CCN(CC)CCCNC(=O)c1nc(-c2cccc3[nH]ccc23)no1
-8	COc1ccc(NC(=O)c2cc3c(OC)cc(OC)c(OC)c3[nH]2)cc1
9	CC(Sc1nc(Cl)nc2nc[nH]c12)C(=O)N1CCN(c2cccc(Cl)c2)CC1 (centres undefined)
0	O=C(CCc1ccsc1)NC1CCN(Cc2cccc(C(F)(F)F)c2)CC1
18	CS(=O)(=O)N1CCCC(c2nc3ccccc3o2)C1 (centres undefined)
0	CC(CCl)n1c(=O)c2ccccc2n1S(C)(=O)=O (centres undefined)
-11	CCc1cc2c(s1)c1cnn(Cc3ccccc3F)c(=O)c1n2C
0	CCc1nc2nc(-c3cccc(OC)c3)cc(=O)n2[nH]1
13	CCCC1=NN(C(=O)CSCc2ccccc2Cl)C(O)(C(F)(F)F)C1 (centres undefined)
-4	Cc1csc(CNC(=O)c2cnccn2)n1
0	Cc1ccc2c(Cn3nnc(-c4ccccc4C)n3)cc(=O)oc2c1
-4	Cc1nn(CCC(=O)Nc2ccc(Cl)cc2F)c(=O)c(C#N)c1C
-6	CC(Sc1ccccn1)C(=O)NN=C1CCCCC1 (centres undefined)
-5	COC(=O)C(C)Oc1cc(C)cc2oc(=O)cc(-c3ccccc3)c12 (centres undefined)
-6	O=S(=O)(NCCc1cn2ccccc2n1)c1ccccc1C(F)(F)F
4	Cc1ccc(NC(=O)CN(c2ccnn2C(C)C)S(=O)(=O)c2ccccc2)cc1
-5	Cc1nc2ccc(Cl)cc2cc1C(=O)OCC(=O)NCC1CCCO1 (centres undefined)
0	Cc1cc(C)c(/C=N/Nc2cc(C(F)(F)F)ccc2Cl)c(C)c1
10	COc1cccc(C2C(C#N)=C(N)OC3=C2C(=O)CC(c2ccccc2)C3)c1 (centres undefined)
-6	O=C(CC1CCCCC1)Nc1ccc(-c2nc3ccccc3s2)cc1
11	O=C(COc1ccc(Cl)cc1Cl)c1ccc2ccccc2c1
8	FC(F)(F)C1(C(F)(F)F)C2C=CC(C2)N1c1nccs1 (centres undefined)
-9	O=C(Cc1n[nH]c(=O)c2ccccc12)OCc1nc(-c2ccc(Cl)cc2)no1
-1	Cc1nnc(NC(=O)c2ccc3c(ccn3C)c2)s1
4	CC(NCc1cccc(S(=O)(=O)N(C)C)c1)c1cccs1 (centres undefined)
6	CCCCOc1ccc2ccccc2c1/C=C(/C#N)c1nc2ccccc2[nH]1
-4	CCCCn1nnnc1C(c1cc2ccccc2o1)N1CCN(CCN(C)C)CC1 (centres undefined)
-4	COc1cc(C#N)ccc1OCC(=O)c1ccc2c(c1)OCCCO2
3	CC(C)Cc1nnc(NC(=O)C2(c3cccc(F)c3)CCC2)s1
1	O=C(O)c1occc1-c1cccs1

# New compounds follow
LDHA block	Structure
3	CCOC(=O)C(CC(=O)O)c1ccccc1 (centres undefined)
-1	NC(=O)c1cc(Cc2ccccc2)sc1NC(=O)c1ccncc1
10	O=C(CN1C(=O)COc2ccccc21)Nc1cc(Cl)ccc1Oc1ccccc1
-17	C/C(=N/NC(=O)c1ccc(O)cc1)c1ccc(Cl)cc1
-10	Oc1ccc(C[C@@H](CN2CCCC2CN2C(=S)NC[C@@H]2Cc2ccccc2)N2C[C@H](Cc3ccccc3)N(CC3CCCCC3)C2=S)cc1 (some centres undefined)
8	O=C(NCCC12CC3CC(CC(C3)C1)C2)c1ccccc1Cl
7	CC(C)c1ccc(-c2nc3cc(NC(=O)c4cccnc4)ccc3o2)cc1
2	COC(=O)[C@@]12C[C@@H](CC(=O)NCc3ccc(OC)c(OC)c3)C(=O)N(Cc3cccc4ccccc34)C1=CCC(C)(C)C2
-2	CCN1CCN(c2oc(/C=C/c3cccs3)nc2C#N)CC1
7	Cc1nc2nc(C)c(NC(=O)Nc3cccc(C(F)(F)F)c3)c(=O)n2[nH]1

# Rewritten tab-delimited: part of the list above.
structure	LDHA block
COc1cc2ccccc2cc1C(=O)Nc1ccccc1SCC(N)=O	0
Cn1nc(C(=O)OCc2nc(-c3ccccc3)no2)c2ccccc21	-3

# Additional records follow:
LDHA block	Structure
7	Cc1[nH]c2ccccc2c1C(=O)/C(C#N)=C\c1c(Cl)cccc1Cl
8	CN(C)CCCn1c(COc2ccc3cc(Br)ccc3c2)n[nH]c1=S
3	CC(C(=O)N1CCOCC1)n1ccc2cc(S(=O)(=O)N3CCCC3)ccc21 (centres undefined)
0	CCn1nnnc1SCC(=O)c1c(C)c(C)cc(C)c1C
-2	CCCNc1c(NC(=O)c2ccc(OC(C)=O)c(OC)c2)c(=O)oc2ccccc12
2	Cc1cccc(C)c1OCCNC(=O)Cc1n[nH]c(=O)c2ccccc12
-2	COc1ccc2cc(C(=O)NC3CCN(C(=O)c4ccccc4)CC3)c(C)nc2c1
5	CONC(=O)COc1ccc(C#N)cc1
-4	Cc1oc(-c2ccccc2)nc1CC(=O)NCC1(N2CCOCC2)CCCCC1
7	CCNC(=O)NC(=O)COC(=O)c1cc(-c2cccs2)nc2ccccc12
-10	COc1cc(OC)cc(-c2c(Sc3ccccc3)c3cc(-c4ccc5c(c4)OCCO5)ccc3n2C)c1
-7	O=C(Oc1ccc2c(=O)c(-c3ccccc3)coc2c1)c1ccccc1Cl

# An excerpt from above in order of formula weight, low to high:
LDHA block	Structure
1	O=C(O)c1occc1-c1cccs1
5	CONC(=O)COc1ccc(C#N)cc1
3	CCOC(=O)C(CC(=O)O)c1ccccc1 (centres undefined)
-1	Cc1nnc(NC(=O)c2ccc3c(ccn3C)c2)s1
-17	C/C(=N/NC(=O)c1ccc(O)cc1)c1ccc(Cl)cc1
0	CCn1nnnc1SCC(=O)c1c(C)c(C)cc(C)c1C
-2	CCN1CCN(c2oc(/C=C/c3cccs3)nc2C#N)CC1
8	O=C(NCCC12CC3CC(CC(C3)C1)C2)c1ccccc1Cl
4	CC(NCc1cccc(S(=O)(=O)N(C)C)c1)c1cccs1 (centres undefined)
3	CC(C)Cc1nnc(NC(=O)C2(c3cccc(F)c3)CCC2)s1
-1	NC(=O)c1cc(Cc2ccccc2)sc1NC(=O)c1ccncc1
-4	COc1cc(C#N)ccc1OCC(=O)c1ccc2c(c1)OCCCO2
2	Cc1cccc(C)c1OCCNC(=O)Cc1n[nH]c(=O)c2ccccc12
7	Cc1[nH]c2ccccc2c1C(=O)/C(C#N)=C\c1c(Cl)cccc1Cl
7	CC(C)c1ccc(-c2nc3cc(NC(=O)c4cccnc4)ccc3o2)cc1
7	Cc1nc2nc(C)c(NC(=O)Nc3cccc(C(F)(F)F)c3)c(=O)n2[nH]1
6	CCCCOc1ccc2ccccc2c1/C=C(/C#N)c1nc2ccccc2[nH]1
-7	O=C(Oc1ccc2c(=O)c(-c3ccccc3)coc2c1)c1ccccc1Cl
7	CCNC(=O)NC(=O)COC(=O)c1cc(-c2cccs2)nc2ccccc12
-4	Cc1oc(-c2ccccc2)nc1CC(=O)NCC1(N2CCOCC2)CCCCC1
-2	COc1ccc2cc(C(=O)NC3CCN(C(=O)c4ccccc4)CC3)c(C)nc2c1
-2	CCCNc1c(NC(=O)c2ccc(OC(C)=O)c(OC)c2)c(=O)oc2ccccc12
-4	CCCCn1nnnc1C(c1cc2ccccc2o1)N1CCN(CCN(C)C)CC1 (centres undefined)
8	CN(C)CCCn1c(COc2ccc3cc(Br)ccc3c2)n[nH]c1=S
-10	COc1cc(OC)cc(-c2c(Sc3ccccc3)c3cc(-c4ccc5c(c4)OCCO5)ccc3n2C)c1
2	COC(=O)[C@@]12C[C@@H](CC(=O)NCc3ccc(OC)c(OC)c3)C(=O)N(Cc3cccc4ccccc34)C1=CCC(C)(C)C2
